# Growth percent in the NCI-60 one-dose screen (48 h, 10 µM unless noted): 100 = growth as untreated, 0 = no growth, -100 = all killed.
# HCC-2998: HCC-2998 colon cancer; 79,000 compounds, 4.7% hits; AID 1794799
# DU-145: DU-145 prostate cancer. 81,000 compounds, 4.2% hits
# OVCAR-3: OVCAR-3 ovarian cancer; 79,000 compounds, 7% hits; AID 1794787
# OVCAR-5: OVCAR-5 ovarian cancer. 82,000 compounds, 2.9% hits. AID 1794783
# KM12: KM12 colon cancer cells | 82,000 compounds, 5% hits | AID 1794800
# PC-3: PC-3 prostate cancer cells | 80,000 compounds, 3.9% hits | AID 1794754
# OVCAR-8: OVCAR-8 ovarian cancer. 81,000 compounds, 4.4% hits. AID 1794782
# OVCAR-4: OVCAR-4 ovarian cancer cells; 80,000 compounds, 3.7% hits; AID 1794784
# SW-620: SW-620 colon cancer | 82,000 compounds, 5.2% hits | AID 1794795
# Active calls of the source: *; · = no result given; & = joins results of further samples. How the source made its calls: active means growth percent below 10; inactive means the rest.
# Sequence of screens – HCC-2998 | DU-145 | OVCAR-3 | OVCAR-5 | KM12 | PC-3 | OVCAR-8 | OVCAR-4 | SW-620
COc1cc(/C=C/C(=O)c2ccc(Cl)cc2)cc(CN2CCCC2)c1O
 : 104 | 107 | 101 | 100 | 95 | 98 | 97 | 95 | 93
COc1ccc(OC)c(/C=C2/C(=O)ON=C2C(C)C)c1
 : 106 | 110 | 117 | 103 | 104 | 103 | 105 | 109 | 98
Nc1nc2ccccc2nc1N
 : 103&104 | 106&107 | 104&108 | 98&106 | 96&102 | 89&103 | 106&100 | 100&98 | 101&114
O=C(N/N=C/c1cc(Cl)ccc1O)c1ccccc1Nc1ccnc(C(F)(F)F)c1
 : 81 | 26 | 38 | 57 | 35 | 33 | 64 | 29 | 36
Cc1c2c(c(C#N)c(=O)n1Cc1ccccc1)CCCC2
 : 95 | 106 | 108 | 94 | 98 | 110 | 99 | 95 | 109
CC(C)(C#N)c1cc(Cn2cncn2)cc(C(C)(C)C#N)c1
 : 102 | 114 | 100 | 94 | 102 | 98 | 102 | 107 | 100
Cc1cc(C)n(C(=O)CSc2nc3sc(C(N)=O)c(C)c3c(=O)n2Cc2ccccc2)n1
 : 105 | 99 | 102 | 112 | 99 | 103 | 102 | 117 | 104
Cc1ccccc1OCC(O)COc1ccccc1C
 : 573 | 120 | 114 | 103 | 103 | 95 | 91 | 104 | 103
CCc1cc(-c2cc(CC)on2)no1
 : 109 | 115 | 115 | 97 | 106 | 99 | 106 | 106 | 125
CC(=O)Nc1cc(C(C)C)c(I)cc1C
 : 88 | 103 | 102 | 94 | 98 | 88 | 102 | 91 | 103

# More entries:
# Sequence of screens – HCC-2998 | DU-145 | OVCAR-3 | OVCAR-5 | KM12 | PC-3 | OVCAR-8 | OVCAR-4 | SW-620
CO/C=C/CC/C(C)=C/CC/C(C)=C/CCc1ccoc1
 : 100 | 104 | 116 | 101 | 105 | 96 | 108 | 99 | 99
O=C1CCC(=O)c2ccc3c4c(ccc1c24)CC3
 : · | 119 | 107 | 101 | 105 | 93 | 103 | 96 | 101
COc1ccc(-c2cc(-c3ccc(Cl)cc3)nc(SCCCCCCC(=O)O)n2)cc1OC
 : 116 | 117 | 109 | 103 | 98 | 95 | 98 | 109 | 107
C=C1C(=O)O[C@H]2[C@H]1CC/C(COC(=O)NCc1c[nH]c3ccc(OC)cc13)=C\CC[C@@]1(C)O[C@@H]21
 : 45 | -10* | -84* | 45 | 51 | -2.7* | 21 | 20 | -58*
O=C(CCl)Oc1ccc(OC(=O)CCl)cc1
 : 109 | 89 | 78 | 111 | 84 | 89 | 89 | 91 | 90
CC(=O)On1c(-c2ccccc2-c2nc3ccccc3n2OC(C)=O)nc2ccccc21
 : 104 | 109 | 58 | · | 87 | 78 | 99 | 54 | 102
CCOP(=O)(CCCc1cc(OC)c2c(c1OC)OCO2)OCC
 : 103 | 108 | 107 | 105 | 110 | 97 | 98 | 94 | 104
Cc1ccc(NC(=O)C23C4C5C2C2C3C4C52CN2CCN(C)CC2)cc1Nc1nccc(-c2cccnc2)n1 (stereo not drawn)
 : 103 | 101 | 105 | 113 | 101 | 95 | 127 | 113 | 107
FC(F)(F)c1ccc(/C=N/Nc2nnc3n2N=C(c2ccc(Cl)cc2)CS3)cc1
 : 99 | 54 | 47 | 93 | 77 | 53 | 20 | 17 | 78
CCCS(=O)(=O)Nc1ccc(OCc2nnc(-c3ccc(OC)cc3)o2)c(F)c1
 : 112 | 104 | 104 | 102 | 98 | 67 | 99 | 90 | 94

# (next part)
# Sequence of screens – HCC-2998 | DU-145 | OVCAR-3 | OVCAR-5 | KM12 | PC-3 | OVCAR-8 | OVCAR-4 | SW-620
Fc1ccc(-c2cn3c(-c4c[nH]c5ccccc45)csc3n2)cc1
 : 73 | 90 | · | 92 | 73 | 68 | 90 | 83 | 85
CC1=C(O)CCC(C)(C)\C1=C/C=C(C)/C=C/C=C(\C)C[C@H]([C@@H](C/C(C)=C/C=C/C(C)=C/C=C1/C(C)=C(O)CCC1(C)C)S(=O)(=O)O)S(=O)(=O)O
 : 105 | 114 | 119 | 119 | 115 | 107 | 107 | 115 | 117
Nc1nn(C(=O)c2ccc(Cl)cc2)cc1-c1ccc(Cl)cc1
 : 96 | 110 | 99 | 89 | 93 | 101 | 96 | 103 | 111
O=c1oc2c(Br)cc(Br)cc2cc1-c1cc(-c2ccc(-c3cc(-c4cc5cc(Br)cc(Br)c5oc4=O)nc(-c4cc5cc(Br)cc(Br)c5oc4=O)c3)cc2)cc(-c2cc3cc(Br)cc(Br)c3oc2=O)n1
 : 102 | 112 | 104 | 109 | 96 | 98 | 108 | 113 | 100
Cc1ccc(S(=O)(=O)OCC2OCOC3C(CI)OCOC23)cc1 (stereo not drawn)
 : 110 | 105 | 108 | 110 | 99 | 93 | 100 | 93 | 94
Nc1nc(=S)[nH]c(-c2ccc(Cl)cc2Cl)c1-c1ncn[nH]1
 : 105 | 112 | 109 | 107 | 103 | 96 | 103 | 105 | 102
O=C(Nc1ccccc1)[C@H](O)[C@@H](O)C(=O)Nc1ccccc1
 : 99 | 98 | 107 | 95 | 103 | 96 | 100 | 114 | 96
CCCN[C@H]1CCc2nc(N)sc2C1
 : 111 | 108 | 110 | 89 | 107 | 103 | 109 | 110 | 112
COc1ccc(Cl)cc1Nc1nc(-c2c(C)nc3ncccn23)cs1
 : 91 | 91 | 90 | 96 | 86 | 86 | 85 | 95 | 92
COc1cc(/C=C/C(=O)c2ccc(Cl)cc2)ccc1Oc1nc2c(c(=O)n(C)c(=O)n2C)n1C
 : 102 | 106 | 116 | 101 | 99 | 91 | 95 | 89 | 24

# (continued)
# Sequence of screens – HCC-2998 | DU-145 | OVCAR-3 | OVCAR-5 | KM12 | PC-3 | OVCAR-8 | OVCAR-4 | SW-620
O=C(NNc1nc2cc(F)cc(F)c2n2cccc12)c1cccnn1
 : 66 | 21 | 14 | 46 | 24 | 31 | 19 | 5.0* | 22
Clc1ccc(-c2csc(NCC3CCCO3)n2)cc1 (stereo not drawn)
 : 108 | 104 | 103 | 90 | 106 | 89 | 92 | 94 | 99
O=C(/C=C/c1cccc(C(F)(F)F)c1)Nc1ncc(Cc2ccccc2)s1
 : 101 | 92 | 104 | 98 | 84 | 82 | 89 | 60 | 85
O=C1/C(=C/c2ccc(F)cc2)CN(C(=O)CCN2CCC(=NO)CC2)C/C1=C\c1ccc(F)cc1
 : -83* | -28* | -60* | -54* | -77* | -24* | 5.1* | -19* | -57*
C=CCNC(=S)N/C=C(\c1ccccc1)S(=O)Cc1ccccc1 (stereo not drawn)
 : 94 | 102 | 102 | 110 | 96 | 105 | 108 | 96 | 110
CCN1C2CCC1/C(=C\c1ccc(OC)cc1)C(=O)/C2=C/c1ccc(OC)cc1
 : 92 | 73 | 62 | 101 | 67 | 63 | 73 | 50 | 78
CN(C)c1ccc(C(=O)Nn2c(N)cc3ccccc3c2=O)cc1
 : 109 | 98 | 99 | 101 | 97 | 79 | 98 | 90 | ·
Fc1cccc(-c2cnn3cc(-c4ccccc4)cnc23)c1F
 : 82 | 96 | 82 | 78 | 68 | 82 | 63 | 10 | 67
COc1ccc2[nH]c(O)c(N=NC(=O)c3cc4ccccc4[nH]3)c2c1
 : 111 | 104 | 109 | 105 | 102 | 108 | 106 | 97 | 110
COc1ccc(-c2nc3c(ccc4ccccc43)o2)cc1OC
 : 102 | 105 | 96 | 92 | 89 | 94 | 99 | 93 | 96

# (more compounds)
# Sequence of screens – HCC-2998 | DU-145 | OVCAR-3 | OVCAR-5 | KM12 | PC-3 | OVCAR-8 | OVCAR-4 | SW-620
O=c1[nH][nH]c(-c2ccc(Cl)cc2)c1-c1nc2ccccc2s1
 : 111 | 92 | 93 | 97 | 99 | 79 | 83 | 93 | 97
N#Cc1cccc(-c2ccc3c(c2)NC(=O)/C3=C\c2ccc[nH]2)c1
 : 36 | 93 | 31 | 38 | 20 | 70 | 86 | 31 | 52
CCOc1ccc(NC(=O)Cn2cnc3c(cc(-c4ccccc4)n3-c3ccccc3)c2=O)cc1
 : 94 | 111 | 104 | 108 | 109 | 98 | 104 | 105 | ·
CC/C(Cc1ccccc1)=C(\c1ccc(OCCN2CCCC2)cc1)c1ccc(OC(C)=O)cc1
 : 56 | 96 | 90 | 93 | 71 | 80 | 98 | 79 | 90
CC(=O)N1N=C(c2cccc(OCCCCOc3cccc(C4=NN(C(C)=O)C(c5ccc(C)cc5)C4)c3)c2)CC1c1ccc(C)cc1 (stereo not drawn)
 : 85 | 82 | 70 | 98 | 65 | 49 | 74 | 22 | 85
COc1ccc(/C=C/c2ccc3ccccc3[n+]2C)cc1
 : 94 | 92 | 77 | 103 | 42 | 48 | 67 | 75 | 38
Cc1nc2ccccc2c(=O)[nH]1
 : 107 | 111 | 109 | 103 | 108 | 100 | 100 | 110 | 104
O=c1ccc(-c2ccc(Oc3ccc(-c4ccc(=O)[nH]n4)cc3)cc2)n[nH]1
 : 110 | 124 | 112 | 92 | 108 | 95 | 104 | 108 | 102
N#CSCC(=O)c1ccc(Cl)cc1
 : -19* | 30 | -25* | 23 | 15 | 45 | 64 | 63 | 23
CC(=O)OCc1ccc(C)cc1C
 : 98 | 110 | 122 | 100 | 113 | 98 | 103 | 129 | 113

# (continued)
# Sequence of screens – HCC-2998 | DU-145 | OVCAR-3 | OVCAR-5 | KM12 | PC-3 | OVCAR-8 | OVCAR-4 | SW-620
CCOC(=O)N1CCc2c(sc3ncnc(OCc4cn([C@@H]5OC(COC(C)=O)[C@H](OC(C)=O)[C@H](OC(C)=O)C5OC(C)=O)nn4)c23)C1 (stereo partly drawn)
 : 103 | 106 | 109 | 105 | 107 | 82 | 91 | 112 | 106
COc1ccc(C(=O)NC(=O)Nc2cc3c(cc2F)/C(=C/c2[nH]c(C)c(CCC(=O)O)c2C)C(=O)N3)c(F)c1
 : 50 | 46 | 37 | 63 | 12 | 23 | 6.7* | 80 | 27
O=C1CSC(c2cn(-c3ccccc3)nc2-c2ccc(F)cc2)N1c1ccccc1 (stereo not drawn)
 : 110 | 121 | 125 | 111 | 106 | 100 | 101 | 106 | 113
C/C(=C\c1ccccc1Cl)c1ccccn1
 : 122 | 101 | 99 | 85 | 98 | 116 | 105 | 97 | 99
O=C(Nc1ccccc1)C1CN(Cc2ccc(C(F)(F)F)cc2)CCS1 (stereo not drawn)
 : 102 | 113 | 108 | 96 | 102 | 101 | 99 | 106 | 108
CC(=O)C1SCC[S+]1C (stereo not drawn)
 : 102 | 108 | 105 | · | 105 | 88 | 102 | 125 | 103
O=C(CCn1cc[n+](CC(=O)c2ccc(-c3ccccc3)cc2)c1)Nc1cccc2cccnc12
 : 68 | 91 | 52 | 92 | 43 | 56 | 82 | 25 | 86
Cc1cc2cc(C3C(C#N)=C(N)Oc4n[nH]c(C)c43)c(Cl)nc2cc1C (stereo not drawn)
 : 107 | 92 | 108 | 109 | 104 | 98 | 97 | 114 | 108
CCOC(=O)CC1CSC(N/N=C/c2ccc(OC)cc2)=N1 (stereo not drawn)
 : 102 | 106 | 105 | 97 | 99 | 91 | 103 | 106 | 105
CCCCNc1nc(SC)nc(-c2cccc(N)c2)c1C#N
 : 115 | 109 | 109 | 96 | 99 | 101 | 98 | 102 | 106

# (next part)
# Sequence of screens – HCC-2998 | DU-145 | OVCAR-3 | OVCAR-5 | KM12 | PC-3 | OVCAR-8 | OVCAR-4 | SW-620
CCN1C(=O)N(c2ccccc2)C2NN=c3s/c(=C4\C(=O)N(C(C)C)c5ccccc54)c(=O)n3C21 (stereo not drawn)
 : 33 | 9.1* | 1.1* | 45 | 14 | 26 | 32 | 46 | 35
COCn1c(C(=O)OC)cc2oc(/C=C3/NC(=S)NC3=O)cc21
 : 99 | 127 | · | 112 | 105 | 107 | 99 | 89 | 98
O=C(NCCCn1ccnc1)c1nc(-c2ccc(C(F)(F)F)cc2)no1
 : 103 | 106 | 97 | 102 | 101 | 91 | 99 | 77 | 102
O=C(NCCCNS(=O)(=O)c1ccc(Cl)cc1)Nc1ccc(-n2cc(-c3ccncc3)c(-c3ccc(Cl)c(O)c3)n2)cc1
 : 58 | 47 | 50 | 71 | 29 | 17 | 36 | 44 | 50
c1ccc(COCC[P+](c2ccccc2)(c2ccccc2)c2ccccc2)cc1
 : 6.7* | 15 | 3.0* | 24 | 6.3* | -4.9* | 3.8* | 6.6* | 14
CCCC/C=C(\C)C(C#N)(CC)C(=O)OC (stereo not drawn)
 : 117 | 120 | 125 | 105 | 107 | 101 | 101 | 106 | 108
COC(=O)c1sc2nc(N)c(C#N)c(C(=O)c3ccccc3)c2c1N
 : 94 | 106 | 102 | 113 | 95 | 98 | 96 | 103 | 107
CCC(CNc1cc(OC)cc2cccnc12)NC1CCCCC1 (stereo not drawn)
 : 101 | 119 | 93 | 111 | 100 | 93 | 91 | 75 | 85
C=CCNC(=S)Nc1cc(C(C)C)c(O)cc1C
 : 104 | 107 | 99 | 101 | · | 87 | 113 | 92 | 102

# High-throughput results (PubChem BioAssay)
